Source: PubChem
Growth percent in the NCI-60 one-dose screen (48 h, 10 µM unless noted): 100 = growth as untreated, 0 = no growth, -100 = all killed.
SNB-19: SNB-19 CNS cancer cells; 81,000 tested, 2.5% active; AID 1794751
HT29: HT29 colon cancer; 81,000 tested, 7.4% active
SNB-75: SNB-75 CNS cancer; AID 1794750; 79,000 tested, 5% active
HCC-2998: HCC-2998 colon cancer. 79,000 tested, 4.7% active
HCT-116: HCT-116 colon cancer; AID 1794798; 82,000 tested, 7.3% active
HCT-15: HCT-15 colon cancer; 82,000 tested, 5.2% active; AID 1794746
KM12: KM12 colon cancer cells. AID 1794800. 82,000 tested, 5% active
SF-268: SF-268 CNS cancer cells; 82,000 tested, 3.1% active; AID 1794759
SW-620: SW-620 colon cancer | 82,000 tested, 5.2% active | AID 1794795
Numbers without * were called inactive; · = not tested or not shown; & = joins results of further samples; [ ] = remark or other dose. The calls were made as follows: active = growth percent below 10; inactive = the rest. This is a random part of the collection (roughly 11% active in at least one column).

| compound | SNB-19 | HT29 | SNB-75 | HCC-2998 | HCT-116 | HCT-15 | KM12 | SF-268 | SW-620 |
| --- | --- | --- | --- | --- | --- | --- | --- | --- | --- |
| COc1ccc2c(c1)=C(c1sc(Nc3nc(C)c(C(C)=O)s3)nc1O)C(=O)N=2 | 93 | 116 | 107 | 112 | 95 | 99 | 86 | 96 | 121 |
| O=C(O)/C=C/c1cn(-c2ccccc2)nc1-c1ccc(F)cc1 | 92 | 107 | 88 | 103 | 83 | 101 | 90 | 84 | 90 |
| O=S(=O)(NCCNc1nccc(-n2cnc3ccccc32)n1)c1ccc(Cl)cc1 | 98 | 103 | 79 | 101 | 95 | 97 | 97 | 92 | 100 |
| CCOC(=O)c1c(C)nc2ccccc2c1/C=C/c1cccs1 | 83 | 76 | 80 | 79 | 61 | 59 | 78 | 89 | 92 |
| Cc1nc2ccccn2c1C(Nc1nc(-c2ccccc2)cs1)c1ccc(Br)cc1 (stereo not drawn) | 93 | 57 | · | 97 | 46 | 81 | 92 | 95 | 88 |
| O=C(NCc1ccccc1)Nc1cccc2c(NC(=O)NCc3ccccc3)cccc12 | 95[100 µM] | 111[100 µM] | 90[100 µM] | 110[100 µM] | 109[100 µM] | 111[100 µM] | 101[100 µM] | 105[100 µM] | 105[100 µM] |
| CN1CN(C)CN(C)C1 | · | 102 | 82 | 113 | 101 | 98 | 113 | 115 | 104 |
| O=S(=O)(NCCNc1nccc(-c2c(-c3ccccc3)nc3sccn23)n1)c1ccc(O)cc1 | 57 | 21 | 29 | 65 | 22 | 48 | 22 | 46 | 30 |
| COc1ccc(-c2nc3ccc(-c4nnc(SCC(=O)Nc5ccc(C(=O)/C=C/c6ccccc6)cc5)o4)cc3[nH]2)cc1 | 106 | 86 | 66 | 109 | 59 | 77 | 84 | 83 | 114 |
| CC(C)CCS(=O)(=O)O | 107 | 100 | 85 | 96 | 97 | 99 | 114 | 109 | 108 |
| CCN(CC)CCC(CNc1ccnc2cc(Cl)ccc12)c1ccc(Cl)cc1 (stereo not drawn) | 11 | -4.7* | · | -65* | -27* | -9.1* | 18 | -8.1* | -68* |
| CCC12CCC[N+]3([O-])CCC4(C(=Nc5ccccc54)C(O)(C(=O)OC)C1)C23 (stereo not drawn) | 102 | 98 | 93 | 98 | 95 | 108 | 100 | 96 | 95 |
| COc1cc(/C=N/NC(=O)c2ccc(S(N)(=O)=O)cc2)ccc1O | 103 | 107 | 93 | 98 | 98 | 98 | 99 | 97 | 101 |
| O=[N+]([O-])c1c(S(=O)(=O)O)cc2cc(S(=O)(=O)O)ccc2c1[N+](=O)[O-] | 108 | 103 | 98 | 99 | 98 | 101 | 91 | 99 | 105 |
| Cc1ccc(Nc2nc(NS(=O)(=O)c3ccc(C)cc3)nc(-c3ccc(Cl)cc3)c2C#N)cc1 | 104 | 135 | 104 | 115 | 97 | 93 | 93 | 94 | 104 |
| c1ccc2c([C@H]3CCCCCCCC[C@@H](c4c[nH]c5ccccc45)c4c3[nH]c3ccccc43)c[nH]c2c1 | 89 | 67 | 82 | 87 | 53 | 55 | 53 | 64 | 81 |
| CCN(Cc1ccccc1)c1ccc(C=O)cc1 | 99 | 107 | 82 | 94 | 91 | 91 | 106 | 106 | 98 |
| COC(=O)[C@]12CC[C@@H](C)[C@H](C)[C@@H]1C1=CC[C@@H]3[C@@]4(C)C(C=O)=C[C@@]5(C)COC(=C45)C[C@@]3(C)[C@]1(C)CC2 | 58 | 57 | 71 | 80 | 32 | 31 | 36 | 65 | 60 |
| NS(=O)(=O)Oc1ccc(C(=O)NC23CC4CC(CC(C4)C2)C3)cc1 | 93 | 103 | 92 | 104 | 98 | 99 | 104 | 102 | 107 |
| CC(=O)CCc1ccc(O)cc1 | 99 | 113 | 89 | 102 | 106 | 113 | 112 | 108 | 101 |
| COc1ccc(-c2n[nH]c(=O)c3c2sc2ncc(-c4ccc(OC)cc4)n23)cc1 | 99 | 93 | 111 | 106 | 92 | 103 | 100 | 101 | 105 |
| Oc1ccccc1-c1nn(-c2ccccc2)cc1-c1nc2ccccc2o1 | 91 | 113 | 66 | 106 | 93 | 87 | 104 | 105 | 95 |
| CC(=O)OC1C=CCC2C(=O)c3cccc(O)c3C(O)C12 (stereo not drawn) | 101 | 103 | 90 | 97 | 108 | 113 | 111 | 111 | 106 |
| CC1CCOC(c2ccccc2)O1 (stereo not drawn) | 96 | 92 | 86 | 109 | 97 | 100 | 109 | 101 | 99 |
| Cc1c(C2=NOC3C(=O)N(c4ccccc4)C(=O)C23)no[n+]1[O-] (stereo not drawn) | 99 | 102 | 79 | 109 | 109 | 103 | 102 | 97 | 99 |

| compound | SNB-19 | HT29 | SNB-75 | HCC-2998 | HCT-116 | HCT-15 | KM12 | SF-268 | SW-620 |
| --- | --- | --- | --- | --- | --- | --- | --- | --- | --- |
| CO/N=C(/C(=O)NC1C(=O)N2C(C(=O)O)=C(COC(N)=O)CSC12)c1ccco1 (stereo not drawn) | 95 | 111 | 92 | 104 | 104 | 104 | 113 | 124 | 110 |
| O=C(CSc1nc2sc3c(c2c(=O)n1-c1ccccc1)CCCCC3)N/N=C/c1ccc(O)cc1 | 108 | 103 | 104 | 118 | 98 | 97 | 112 | 111 | 103 |
| O=C(Nc1ccc(F)cc1)c1ccc2c(c1)nc(-c1ccccc1)n2C1CCCCC1 | 104 | 62 | 87 | 91 | 81 | 67 | 81 | 85 | 106 |
| CN(C)CCCOc1ccccc1NC1=C(Cl)C(=O)C(Nc2ccccc2OCCCN(C)C)=C(Cl)C1=O | -87* | -51* | 35 | -87* | -82* | -49* | -34* | -88* | -47* |
| CC(C)(C)OC(=O)C(c1ccccc1)c1ccccc1 | 96 | 100 | 88 | · | 93 | 91 | 106 | 109 | 98 |
| C=Cc1c(C)c2cc3[nH]c(cc4nc(cc5nc(cc1[nH]2)C(C)=C5CCC(=O)O)C(CCC(=O)O)=C4C)c(C)c3C=C | 99 | 110 | 101 | 106 | 85 | 78 | 109 | 81 | 113 |
| CC(C)COCC(CN(Cc1ccccc1)c1ccccc1)N1CCCC1 (stereo not drawn) | 79 | -24* | 73 | 45 | 37 | 56 | 56 | 71 | 70 |
| Cc1cccc2c(Cl)c3cccc(C)c3nc12 | 97 | 94 | 82 | 118 | 72 | 101 | 107 | 111 | 102 |
| CCC(=O)C12CCCC1=NC(=N)N=C2C1=NC(=N)N=C2CCCC21C(=O)CC (stereo not drawn) | · | 109 | 108 | 117 | 107 | 99 | 110 | 110 | 107 |
| N#Cc1[nH]nc2nc[nH]c(=O)c12 | 107 | 107 | 94 | 105 | 104 | 107 | 110 | 106 | 101 |
| Cc1ccccc1OCc1ccccc1Cl | · | 106 | 100 | 116 | 107 | 105 | 106 | 101 | 102 |
| CCN(CC)CCOC(=O)c1cc(OC)c(OC)cc1OC | 104 | 95 | 88 | 106 | 90 | 103 | 107 | 109 | 110 |
| COc1cc(-c2nc(SCC(C)C)nc(Nc3ccc(F)cc3)c2C#N)cc(OC)c1OC | 70 | 81 | 80 | 90 | 90 | 95 | 96 | 91 | 96 |
| CC(C)CSc1nc(NC2CC2)c(C#N)c(-c2ccccc2)n1 | 66 | 92 | 79 | 105 | 76 | 97 | 104 | 85 | 101 |
| CC1=CC2C(C3C=CC2(C)C(=O)C3(C)O)C(C)(O)C1=O (stereo not drawn) | 99 | 102 | 86 | 105 | 111 | 102 | 102 | 103 | 105 |
| COc1ccc(C2CC(=O)Oc3c(OC)c4c(c(OC)c32)OCO4)cc1 (stereo not drawn) | 107 | 99 | 99 | 97 | 97 | 88 | 88 | 99 | 90 |
| CC1=CC(=O)CC(C)(C)C1(O)/C=C/C(C)=C\C(=O)O (stereo not drawn) | 110 | 99 | 82 | 108 | 99 | 107 | 107 | 106 | 108 |
| CC(C)OC(=O)Nc1cccc(F)c1 | 95 | 102 | 84 | 88 | 100 | 98 | 101 | 97 | 100 |
| O=C1/C(=C2\SC(=S)N(Cc3ccco3)C2=O)SC(=S)N1Cc1ccco1 | 90 | 98 | 87 | 113 | 84 | 71 | 88 | 97 | 79 |
| CSc1nc(Cl)c(C#N)c(-c2ccc(Cl)cc2)n1 | 99 | 112 | 73 | 113 | 94 | 96 | 105 | 103 | 101 |
| O=C(Cn1c2c(sc1=O)[C@H]1[C@@H](O)[C@@H](O)[C@H](O)[C@@H]1CS2)Nc1nccs1 | 103 | 109 | 85 | 110 | 108 | 110 | 102 | 99 | 108 |
| O=C(NNC(=O)c1ccc(-n2cc(-c3ccccc3)nn2)cc1)Nc1ccc([N+](=O)[O-])cc1 | 93 | 107 | 88 | 103 | 100 | 110 | 81 | 96 | 101 |
| COCCOc1cc2ncnc(N3CCN(c4ncc(Cc5ccccc5)cn4)CC3)c2cc1OCCOC | 91 | 90 | 80 | 93 | 81 | 85 | 83 | 80 | 99 |
| Cc1cccc(Cc2ccc(Cl)cc2)c1O | 104 | 103 | 72 | 139 | 80 | 78 | 102 | 95 | 90 |
| Cc1ccc2nc(SCc3cc(=O)oc4ccc(C)cc34)[nH]c2c1 | 102 | 102 | · | 111 | 99 | 89 | 99 | 92 | 101 |

| compound | SNB-19 | HT29 | SNB-75 | HCC-2998 | HCT-116 | HCT-15 | KM12 | SF-268 | SW-620 |
| --- | --- | --- | --- | --- | --- | --- | --- | --- | --- |
| COc1ccc(NC(=O)/C=N/O)cc1 | 103 | 104 | 97 | 102 | 89 | 99 | 104 | 101 | 100 |
| C=CC(=O)Nc1ccc2ncnc(Nc3cccc(NS(=O)(=O)CCC)c3Cl)c2c1 | 49 | 8.0* | 8.3* | 93 | 68 | 68 | 78 | 48 | 74 |
| Cc1ccc(Cc2cnc(NC(=O)C(=S)N3CCOCC3)s2)cc1 | 98 | 104 | 87 | 100 | 103 | 101 | 107 | 101 | 98 |
| Cn1c(-c2ccc3c(c2)OCO3)cc(=O)c2cc3c(cc21)OCO3 | 89 | 91 | 90 | 105 | 106 | 103 | 105 | 99 | 104 |
| O=C(COc1ccc(NC(=O)Nc2ccc(Cl)cc2)cc1)N/N=C/c1ccc(O)cc1 | 96 | 105 | 84 | 104 | 105 | 100 | 97 | 98 | · |
| CCCCC(CO)ON=C(C)C (stereo not drawn) | 99 | 101 | 74 | 104 | 101 | 97 | 105 | 103 | 106 |
| S=c1c2ncccc2c(-c2ccccn2)nn1Cc1ccccn1 | 103 | 94 | 77 | 92 | 62 | 99 | 103 | 108 | 109 |
| O=c1c(F)cn2c(=O)n1Cc1ccccc1C2 | 93 | 106 | 93 | · | 87 | 92 | 98 | 91 | 116 |
| Cn1cc(C2=C(c3cccc4ccccc34)C(=O)N(O)C2=O)c2ccccc21 | 89 | 108 | 120 | 117 | 96 | 78 | · | 104 | 102 |
| O=C(Oc1c(Cl)c(Cl)c(Cl)c(Cl)c1Cl)c1ccc(Cl)cc1 | 98 | 96 | 82 | 109 | 93 | 103 | 105 | 110 | 92 |
| CC[N+](CC)(CC(=O)Nc1c(C)cccc1C)Cc1ccccc1 | 97&95 | 102&101 | 101&85 | 102&102 | 100&97 | 104&89 | 89&101 | 104&92 | 97&90 |
| COc1cc(NC(=O)Nc2cnc(Nc3ccc(N4CCOCC4)cc3)nc2Oc2ccc(F)cc2)cc(OC)c1 | 96 | 87 | 100 | 101 | 6.9* | 104 | 92 | 76 | 83 |
| C#CCOc1cc(-c2nc3sccn3c2-c2ccnc(SC)n2)ccc1F | 87 | 91 | 78 | 105 | 81 | 76 | 97 | 95 | 111 |
| CC/C=C\C[C@H](O)C/C=C1/C(=O)C=C[C@@H]1C/C=C\CCCC(N)=O | 27 | -1.9* | 69 | -74* | -69* | -37* | -39* | 27 | 5.4* |
| Cc1ccc(NS(=O)(=O)c2ccc(-c3cnc(C4CC4)o3)cc2)cc1C | 47 | -10* | -7.4* | 45 | 19 | 20 | 43 | 52 | 20 |
| Cc1cc(C)c(C#N)c(Cl)n1 | 105 | 106 | 93 | 98 | 100 | 113 | 109 | 100 | 99 |
| CCOC(=O)c1[nH]nc2c1C1(C(=O)Nc3ccccc31)C(C#N)=C(N)O2 (stereo not drawn) | 98 | 104 | 112 | 99 | 103 | 100 | 18 | 91 | 65 |
| COc1ccc(/C(=C\c2cc(OC)c(OC)c(OC)c2)C(=O)N2CCCNCC2)cc1 | 100 | 106 | 89 | 100 | 104 | 103 | 110 | 106 | 108 |
| NC(Cc1ccccc1)(C(=O)O)c1ccccc1 (stereo not drawn) | 98 | 93 | 93 | 100 | 94 | 107 | 101 | 104 | 98 |
| COc1cc(-c2nc(SCC(=O)N3CCN(c4cc5c(cc4F)c(=O)c(C(=O)O)cn5C4CC4)CC3)nc(Cl)c2C#N)cc(OC)c1OC | 98 | 113 | 96 | 102 | 96 | 105 | 110 | 96 | 104 |
| O=C(Nc1ccc(Oc2cccc(F)c2)c(Cl)c1)c1ccncc1 | 67 | 96 | 90 | 107 | 48 | 81 | 71 | 84 | 84 |
